AHR act = activates the human aryl hydrocarbon receptor | P35869 | AHR-responsive luciferase reporter cells, luminescence | activation, % at 5 µM | 320,000 compounds, 2.5% hits | AID 2796; in the data active = activation above about 47%;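 also: 0% = vehicle wells and 100% = reference agonist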
RPL19A TOR yeast = yeast TOR pathway RPL19A-GFP modulation. 330,000 compounds, 0.3% hits. percent response vs DMSO, % at 10 µM. S. cerevisiae RPL19A-GFP strain, flow cytometry, 3 h; stronger effect = lower value;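 active = percent response vs DMSO below 50%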;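 also: median channel GFP fluorescence of the barcoded RPL19A-GFP strain; ratio of sample median GFP to plate DMSO average so 100% = DMSO; lower means less RPL19A-GFP as with rapamycin TOR inhibition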
MEP2-GFP yeast = alters MEP2-GFP fluorescence in TOR pathway yeast screen; 330,000 compounds, 0.51% hits; S. cerevisiae MEP2-GFP strain, flow cytometry GFP, 3 h; 100% = DMSO control level; GFP response vs DMSO, % at 10 µM;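 active = GFP response versus DMSO above a set limit, roughly screen mean plus 3 SD, cut at about 180% in these data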;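 also: median GFP fluorescence of the barcode-gated MEP2-GFP cells per well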
proCasp3 act = activates human procaspase-3 | P42574 | recombinant procaspase-3 D3A, Ac-DEVD-pNA absorbance 405 nm | activation, % at 8.5 µM | 330,000 compounds, 0.11% hits;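 active = activation above the mean of all tested compounds plus 3 SD, cut at about 21% in these data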;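 also: 0% = DMSO alone and 100% = DMSO wells spiked with extra 5 µM PC-3 D3A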
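Assay system – Procaspase-3 D3A mutant, all three cleavage aspartates alanine · Controls – DMSO-only low control, 5 µM PC-3 D3A high control · Schedule – 1 h compound preincubation, 2 h substrate hydrolysis at 25 °C · Signal – 405 nm absorbance of p-nitroaniline, reads at 0 and 120 min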
LAP4 TOR yeast = yeast TOR pathway LAP4-GFP modulation; S. cerevisiae LAP4-GFP multiplex, flow cytometry GFP, 3 h; median GFP as percent of DMSO wells; GFP response vs DMSO, % at 10 µM; 320,000 compounds, 0.34% hits;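 active = GFP response vs DMSO above a set limit, about the screen mean plus 3 SD, cut at about 150% in these data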
ZTA DNA inh = blocks Epstein-Barr virus ZTA, an EBNA-1 counter-screen; P03206; ZTA-DNA binding, fluorescence polarization; inhibition, % at 11 µM; 320,000 compounds, 0.15% hits; in the data active = inhibition above about 33%
procasp7 counter = activates human procaspase-7, counter-screen for procaspase-3 activators; AID 463210; activation, % at 8.5 µM; recombinant procaspase-7, Ac-DEVD-pNA absorbance 405 nm; D23A/D198A/D206A triple mutant, cannot self-cleave; scale: DMSO 0, 5 µM enzyme 100; 330,000 compounds, 0.093% hits; P55210;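 active = percent activation above the screen-wide mean plus 3 SD, cut at about 25% in these data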
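System: Procaspase-7 triple mutant (PC-7 D3A); measure: % activation from two-timepoint absorbance difference, scaled to controls; times: 1 h compound preincubation, 2 h substrate cleavage, 25 °C; also added: Ac-DEVD-pNA substrate, 400 µM as added; measured by: Epi-absorbance of released pNA at 405 nm, two timepoints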
EBNA-1 inhibitor = blocks EBNA-1 binding to DNA. EBNA-1 DNA binding, fluorescence polarization. 300,000 compounds, 0.34% hits. AID 1950. inhibition, % at 14.8 µM; in the data active = inhibition above about 28%
Active calls of the source: *; nt = not tested or not shown.

SMILES	AHR act	RPL19A TOR yeast	MEP2-GFP yeast	proCasp3 act	LAP4 TOR yeast	ZTA DNA inh	procasp7 counter	EBNA-1 inhibitor
COc1ccc(OC)c2sc(NC(=O)c3ccc(Br)s3)nc12	25	104	95	2	107	-9	-2	-5
O=c1cc(CN2CCN(S(=O)(=O)c3ccccc3)CC2)nc2ccc(Cl)cn12	3	98	95	9	89	-26	4	nt
CCc1ccc(N2C(=O)Cc3c2nc(N)c(C#N)c3N)cc1	52*	99	103	1	103	-6	12	3
CCOC(=O)c1sc(N)c(C#N)c1CSc1nnc(C2CC2)n1N	2	98	102	-5	90	-11	-8	13
COc1ccc(NC(=O)COc2ccc3c(c2)CCC3)cc1	2	95	98	7	94	15	2	-2
Cc1sc(-c2ccncc2)nc1OC(=O)c1ccc(Cl)cc1	5	102	105	1	116	6	0	-4
O=C(Nc1ccccc1)n1cc(-c2ccccn2)c(N2CCOCC2)n1	14	106	113	9	111	0	-2	4
COc1ccc(CCNC(=O)CCNS(=O)(=O)c2cccc(Cl)c2)cc1OC	5	94	100	2	98	-12	4	-3
S=C(Nc1ccc(Oc2ccccc2)cc1)N1CCN(c2ccccn2)CC1	-5	108	104	1	95	-10	-7	1
CN(C(=O)CSc1nnc(Cc2cccc3ccccc23)n1N)C1CCS(=O)(=O)C1 (stereo unspecified)	0	90	92	-6	90	-22	-6	0
Cc1ccc(CNC(=O)c2cn(C)c3ccc(S(=O)(=O)N4CCOCC4)cc3c2=O)cc1	-1	100	103	8	100	2	1	-3
Cc1nc(N2CCOCC2)[nH]c(=O)c1CCC(C)C	1	102	101	-2	100	-14	-5	2
Cc1ccc(-n2nnnc2SCC(=O)N2CCNC2=O)cc1C	6	101	97	10	106	15	6	nt
COC(c1ccccc1)c1nnc(CCC(=O)N(C)CCOc2ccccc2)o1 (stereo unspecified)	1	94	97	7	104	6	6	15
CN(C(=O)c1ccc(NC(=O)Cc2ccc(NC(=O)C3CCCN(C(=O)C4CCCCC4)C3)cc2)cc1)C1CC1 (stereo unspecified)	-1	96	93	2	97	-7	-9	nt
Cc1cc(C)c(S(=O)(=O)c2ccccc2)c(OC(=O)c2c(Cl)cccc2Cl)n1	0	97	90	1	nt	3	8	-8
CC(OC(=O)CN1C(=O)c2ccccc2C1=O)C(=O)NC1(C#N)CCCCC1 (stereo unspecified)	1	96	94	2	92	-15	-2	nt
C#CCOCCOCCOCCNc1nc(N2CCN(C(=O)Cn3cc(CC(C)O)nn3)CC2)nc(N2CCN(C(=O)[C@H](CCCCN)n3cc(CCC(=O)O)nn3)CC2)n1 (stereo partly specified)	5	101	94	-1	105	-17	2	12
NC(=O)C1CCN(Cc2nc3cc(Cl)ccc3c(=O)[nH]2)CC1	4	100	106	-2	99	-10	3	-2
CCCN1Cc2cccc(C(=O)Nc3ccc4c(c3)OCCO4)c2C1=O	3	99	107	1	99	14	8	-2
CC(=O)c1sc(Nc2ccc(C)cc2)nc1C	1	101	90	-8	96	7	-6	1
COc1ccc(OC)c(C2C(C(=O)c3ccccc3)=C(C)Nc3nc4ccccc4n32)c1 (stereo unspecified)	2	104	93	7	90	21	-2	14
O=C(COC(=O)c1n[nH]c2ccccc12)c1cccc(Br)c1	3	93	85	-5	87	1	-5	9
COc1ccc(/[N+]([O-])=C/c2ccoc2)cc1	1	94	99	-4	101	-9	-22	nt
O=C(NCc1ccco1)c1nc2ccccc2s1	5	96	97	-5	91	-6	-1	-1

Pulled by structure from the list above:
SMILES	AHR act	RPL19A TOR yeast	MEP2-GFP yeast	proCasp3 act	LAP4 TOR yeast	ZTA DNA inh	procasp7 counter	EBNA-1 inhibitor
Cc1sc(-c2ccncc2)nc1OC(=O)c1ccc(Cl)cc1	5	102	105	1	116	6	0	-4
CCc1ccc(N2C(=O)Cc3c2nc(N)c(C#N)c3N)cc1	52*	99	103	1	103	-6	12	3
O=c1cc(CN2CCN(S(=O)(=O)c3ccccc3)CC2)nc2ccc(Cl)cn12	3	98	95	9	89	-26	4	nt

Following part:
SMILES	AHR act	RPL19A TOR yeast	MEP2-GFP yeast	proCasp3 act	LAP4 TOR yeast	ZTA DNA inh	procasp7 counter	EBNA-1 inhibitor
COc1ccc(C(=O)N2CCN(C(=O)CC(C)C)CC2)cc1OC	2	91	94	-5	92	11	0	-1
O=C(O)C1CCN(Cc2cnn(-c3ccccc3)c2-n2cccc2)CC1	-2	96	101	8	99	-3	2	2
Cc1ccc(C)c2sc(NC(=O)c3nc4ccccc4s3)nc12	2	94	103	3	99	14	3	2
CN(C)/C=C(/C(=O)c1ccc(Cl)cc1)S(=O)(=O)c1ccc(Cl)cc1	1	104	98	-8	97	6	-5	14
O=C(Nc1ccc(Cl)cc1)N1CCc2ccccc2C1	63*	95	99	-4	103	1	-6	-2
CCN(CCNC(=O)C1CCN(S(=O)(=O)CC)CC1)c1ccccc1	-3	106	109	-1	106	3	0	-5
Cc1noc(C)c1S(=O)(=O)N1CCN(c2ccc([N+](=O)[O-])cc2)CC1	1	104	108	-17	97	8	-16	-4
CCOc1cc(-c2sc(Nc3cc(C)ccc3OC)n[n+]2-c2ccccc2)ccc1OC	17	96	96	-12	93	-9	-26	-1
Cc1nn(-c2ccccc2)c(NC(=O)C(C)C)c(-c2ccccc2)c1=O	0	100	100	5	111	-4	-2	7
Cc1nn(Cc2ccccc2)c(Cl)c1C(=O)NCCc1ccccc1	12	96	96	-2	95	1	2	4
CCCn1c(=S)[nH]c2ccc(C(F)(F)F)cc21	1	98	99	-3	103	14	-5	6
COc1ccc(-c2nnc(SCC(=O)c3cccs3)o2)c(OC)c1	10	90	93	4	106	10	2	-10
COc1ccc(CN(C)C(=O)c2ccc(NC(=O)CC3SC(N4CCCC4)=NC3=O)cc2)c(OC)c1OC (stereo unspecified)	-2	91	80	7	93	-7	6	7
O=S(=O)(Nc1ccc(-c2ccc(N3CCOCC3)nn2)cc1)c1cc(Cl)ccc1Cl	0	102	101	-2	97	-5	3	-8
COc1ccc(CNC(NC(=O)c2ccccc2)(C(F)(F)F)C(F)(F)F)cc1	0	104	101	12	105	-4	6	-9
CCN(CC)C(=O)CSc1nc(C)cc(C)n1	1	96	101	0	102	-2	7	-3
O=C(Cc1ccc(F)cc1)N1CCN=C1SCc1cccc([N+](=O)[O-])c1	-1	95	98	1	104	-14	5	-7
O=C(Nc1ccc(-c2nnc3n2CCCCC3)cc1)c1cc2ccccc2o1	-7	99	96	-4	80	-10	1	7
NC(=O)c1cc(S(=O)(=O)N2CCOCC2)cs1	1	103	105	-3	102	8	-11	3
COC(=O)Cc1c(O)ccn(Cc2ccc3c(c2)OCO3)c1=O	1	95	95	-2	90	-10	-1	-15
CCCNS(=O)(=O)c1ccc(OC)c(Cl)c1Cl	4	104	108	2	107	2	2	5
NC(=O)COC(=O)c1sc2cc(F)ccc2c1Cl	0	97	99	2	98	-2	8	-5
O=C(COC(=O)c1cccc(S(=O)(=O)N2CCOCC2)c1)Nc1ncc(Cl)cc1Cl	0	103	100	-1	99	-3	7	nt
COc1ccc2oc(C(=O)OCC(=O)Nc3ccc(NC(C)=O)cc3)c(C)c2c1	2	108	107	15	110	8	4	120*
CC(C)N(C(=O)[C@H]1CC(CC(=O)NCCCN(C)C)C(=O)N2CCc3c([nH]c4ccccc34)[C@]12C)C(C)C (stereo partly specified)	2	98	99	4	100	nt	9	nt

Part of the list above, limited to MEP2-GFP yeast and AHR act:
SMILES	MEP2-GFP yeast	AHR act
CN(C)/C=C(/C(=O)c1ccc(Cl)cc1)S(=O)(=O)c1ccc(Cl)cc1	98	1
O=C(Nc1ccc(Cl)cc1)N1CCc2ccccc2C1	99	63*
CCN(CCNC(=O)C1CCN(S(=O)(=O)CC)CC1)c1ccccc1	109	-3
Cc1noc(C)c1S(=O)(=O)N1CCN(c2ccc([N+](=O)[O-])cc2)CC1	108	1
CCOc1cc(-c2sc(Nc3cc(C)ccc3OC)n[n+]2-c2ccccc2)ccc1OC	96	17
Cc1nn(-c2ccccc2)c(NC(=O)C(C)C)c(-c2ccccc2)c1=O	100	0

More compounds follow.
SMILES	AHR act	RPL19A TOR yeast	MEP2-GFP yeast	proCasp3 act	LAP4 TOR yeast	ZTA DNA inh	procasp7 counter	EBNA-1 inhibitor
CC(C)c1ccc(C2CC(=O)c3cnc(NC(=O)c4ccco4)nc3C2)cc1 (stereo unspecified)	3	101	96	-4	109	27	-1	10
NC(=O)C1CCN(C(=O)C(Cc2ccccc2)NC(=O)c2ccccc2)CC1 (stereo unspecified)	0	100	100	5	96	8	-5	nt
O=C(CSc1nnc(-c2ccncc2)n1-c1ccccc1Cl)Nc1ccc(C(=O)O)cc1	-1	102	101	1	102	-2	-10	2
CCc1c(C)nc(SCc2ccccn2)[nH]c1=O	4	109	108	2	104	3	8	4
Cc1cc(C(=O)OCC(=O)Nc2ccc(F)c(F)c2F)c(C)o1	0	101	109	5	94	18	-1	9
CCN(CC)C(=O)CCSc1nnc(-c2ccncc2)o1	2	104	113	-5	106	-1	10	-8
CC(=C/c1ccccc1)/C=N/NC(=O)c1cccs1	-1	95	88	4	134	3	5	-5
Cc1ccnc(SCC(=O)N2CCc3ccccc3C2)n1	2	98	102	-2	107	2	-3	-10
CS(=O)(=O)c1ccccc1C(=O)Nc1ccc(-c2nc3ccccc3[nH]2)cc1	6	101	105	-3	104	3	6	8
Nc1nc(-c2ccc(Cl)cc2)c(N=Nc2ccc(S(=O)(=O)N3CCOCC3)cc2)s1	0	104	102	-4	94	1	1	-3
CCOc1cc(C(=O)Nc2cccc(C(C)=O)c2)ccc1OCC(=O)N1CCCCC1	5	95	92	5	101	-14	1	-2

Compound profiles, as listed above. Values in the order: AHR act | RPL19A TOR yeast | MEP2-GFP yeast | proCasp3 act | LAP4 TOR yeast | ZTA DNA inh | procasp7 counter | EBNA-1 inhibitor
Results for COc1ccc(CNC(NC(=O)c2ccccc2)(C(F)(F)F)C(F)(F)F)cc1 : 0 | 104 | 101 | 12 | 105 | -4 | 6 | -9
Results for COc1ccc(OC)c2sc(NC(=O)c3ccc(Br)s3)nc12 : 25 | 104 | 95 | 2 | 107 | -9 | -2 | -5
Results for Cc1nn(-c2ccccc2)c(NC(=O)C(C)C)c(-c2ccccc2)c1=O : 0 | 100 | 100 | 5 | 111 | -4 | -2 | 7
Results for CCc1ccc(N2C(=O)Cc3c2nc(N)c(C#N)c3N)cc1 : 52* | 99 | 103 | 1 | 103 | -6 | 12 | 3

From PubChem BioAssay
